RNase H inhibition = RNase H inhibition, HIV 1 Gag Pol polyprotein, FRET biochemical assay, screening (AID 372); inhibition, % at 10 µM, or IC50 in µM where a hit was titrated; 100,000 compounds, 0.77% hits; HIV-1 RT RNase H, FRET RNA/DNA substrate fluorescence; higher % means a stronger effect; in the data active = inhibition above about 50%
The depositor's hits bear a star. A portion of the library; rates above refer to the full screens.

compound,RNase H inhibition
CC1=Nc2ccccc2/C1=C/c1c(O)n(-c2ccc(Cl)cc2)c(=O)[nH]c1=O,13%
C=C(C)Cn1c(=S)[nH]c2sc3c(c2c1=O)CC(C)(CC)OC3 (stereo not drawn),6%
O=C(CN1C(=O)c2ccccc2C1=O)N1CCN(C(c2ccccc2)c2ccc(Cl)cc2)CC1 (stereo not drawn),5%
O=C(Nc1ncccn1)c1ccc([N+](=O)[O-])cc1,4%
Cc1ccc(OCCNC(=O)c2cccc3ccccc23)cc1,5%
Cc1cccc(NC(=O)c2ccccc2[N+](=O)[O-])c1,6%
Cc1cc(Br)c2[nH]c(O)c(N=Nc3ccccn3)c2c1,9%
CC1=C(C(=O)Nc2ccccc2)C(c2ccc(N(C)C)cc2)NC(=S)N1 (stereo not drawn),8%
Cc1cccc(N=Cc2cc([N+](=O)[O-])ccc2O)c1,0%
Cc1[nH]nc2c1C(C1CC=CCC1)C(C#N)=C(N)O2 (stereo not drawn),7%
Cc1onc(-c2c(Cl)cccc2Cl)c1C(=O)NCCc1ccccc1,10%
CCOC(=O)c1c(C)oc2cc(Br)c(OC(C)C(=O)OCC)cc12 (stereo not drawn),0%
COc1ccccc1/C=C1\SC(=S)N(C(C)C)C1=O,4%
COC(=O)c1c(NC(=O)c2c(C)c(-c3ccc(Cl)cc3Cl)nc3ccccc23)sc2c1CCC(C)C2 (stereo not drawn),5%
COCCNC(=O)CC12CC3CC(C1)CC(CC(=O)NCCOC)(C3)C2,5%
Fc1ccccc1/C=N/Nc1nnc2c(n1)[nH]c1ccccc12,0%
O=C1c2ccccc2NC(c2ccco2)N1O (stereo not drawn),18%
CCOC(=O)c1c(-c2ccccc2)oc2ccc(O)c(CN3CCCC(C)C3)c12 (stereo not drawn),0%
CCCOc1ccccc1C1NC(=O)NC(C)=C1C(=O)OC (stereo not drawn),7%
C/C(=N/NC(=O)c1ccccc1N)c1ccccc1Cl,7%

Continued.
compound,RNase H inhibition
CN(CCO)c1cc(N2CCCCC2)c([N+](=O)[O-])cc1[N+](=O)[O-],6%
Cc1ccc(SCCNC(=O)c2ccc(CN(c3ccccc3)S(C)(=O)=O)cc2)cc1,10%
COc1ccc(C(=O)ON=C2c3ccccc3-c3ccccc32)cc1[N+](=O)[O-],11%
CC12CN3CCN(C1)CC(C)(C3)C2NC(=S)Nc1ccccc1 (stereo not drawn),4%
O=C(Nc1ccc2oc(-c3cccc4c(Br)cccc34)nc2c1)c1ccco1,45%
CCOc1ccc(C(=O)NC(=S)Nc2ccc(OC)cc2OC)cc1[N+](=O)[O-],21%
COc1ccc(C(=O)c2c(C)oc3ccc(O)cc23)cc1OC,6%
O=C1CC(CC(=C2C(=O)CCCC2=O)N2CCCC2)CC(=O)N1,16%
CN(C)/C=C1\N=C(c2ccccc2Br)OC1=O,3%
CCC(=O)N1c2ccccc2NC2=C(C(=O)CC(C)(C)C2)C1c1ccc(-c2cccc([N+](=O)[O-])c2)o1 (stereo not drawn),1%
COc1cccc(N2C(=O)C3CCCCC3C2=O)c1 (stereo not drawn),15%
CCOC(=O)c1c(N)sc(C)c1-c1ccc(CC(C)C)cc1,14%
CCOc1ccccc1CNc1ccc2cn[nH]c2c1,20%
O=C(N/N=C/c1ccc([N+](=O)[O-])cc1)c1cccc(F)c1,1%
CN(/C=C/C=C1\CC/C(=C\C=C\N(C)c2ccccc2)C1=O)c1ccccc1,7%
Cc1ccccc1-c1nc2ccccc2c(=O)n1/N=C/c1ccc([N+](=O)[O-])cc1,5%
CC(C)(C)c1cc(/C=N/NC(=O)c2ccccc2O)cc(C(C)(C)C)c1O,25%
COc1ccc(-c2cc(C(=O)N/N=C/c3ccncc3)[nH]n2)cc1,8%
COc1ccc(NCN2C(=O)S/C(=C/c3ccc(SC)cc3)C2=O)cc1,0%
COc1ccc(-c2nnc(NC(=O)c3ccccc3C)s2)cc1OC,9%

Continued:
compound,RNase H inhibition
Cc1ccccc1-c1nc2cc(NC(=O)c3cccc(Cl)c3)ccc2o1,9%
O=CN1CCN(C2CC(=O)N(c3ccc(Cl)cc3)C2=O)CC1 (stereo not drawn),8%
CCC(=O)Nc1cccc(-c2nnc(SCC(=O)c3ccc(Cl)cc3)n2C)c1,13%
CC(C)C(=O)Nc1ncc2c(n1)CC(c1ccccc1)CC2=O (stereo not drawn),1%
CN(C)CCCOC(=O)c1ccccc1F,3%
N#C/C(=C\c1ccc(Cl)cc1)c1nc(-c2ccc([N+](=O)[O-])cc2)cs1,30%
CCOc1ccc(C2C(C(=O)OC(C)C)=C(C)NC3=C2C(=O)CCC3)cc1 (stereo not drawn),5%
Cc1ccc(Cl)cc1N=Cc1cc([N+](=O)[O-])cc(Br)c1O,0%
CC(=O)c1ccc(-c2ccc(/C=C3\C(=O)NC(=S)N(c4ccc(Br)cc4)C3=O)o2)cc1,16%
O=C(NNC(=O)c1ccc(-c2ccccc2)cc1)c1ccc(Cl)cc1,36%
COc1ccccc1-c1nnc(NC(=O)Nc2ccc(Cl)c(Cl)c2)s1,12%
O=C(O)c1ccc(N2CCCCC2)c(N2C(=O)C3C4C=CC(C4)C3C2=O)c1 (stereo not drawn),5%
COc1ccc(CNc2cccc(C)c2)cc1Br,7%
COc1ccccc1C(=O)N/N=C/c1ccc(N2Cc3cc(C)c(C)cc3C2)cc1,45%
Cc1nc2cc(NCc3ccc(Cl)cc3)ccc2n1Cc1ccccc1,13%
Cc1ccc(/C=C2\C(=O)NC(=S)N(c3ccc(C)cc3)C2=O)cc1,5%
COc1ccc(OCCOc2ccc(/C=C3\SC(=S)N(Cc4ccccc4)C3=O)cc2)cc1,9%
O=C1c2ccc3c4c(ccc(c24)C(=O)N1CCOc1ccccc1)CC3,13%
O=C(O)c1ccc(-c2ccc([N+](=O)[O-])cc2Cl)o1,15%
CCOC(=O)c1sc(NC(=O)COc2ccc(Cl)cc2C)c(C(=O)OCC)c1C,10%

Later entries:
compound,RNase H inhibition
CCCOC(=O)c1c(-c2ccc(OC)c(OC)c2)csc1N,4%
COc1ccc(-n2c(=O)c3c4c(sc3n3c(SCC(N)=O)nnc23)COC(C)(C)C4)cc1,0%
CCOC(=O)c1c(NC(=O)c2cc(-c3ccc(C)s3)nc3ccccc23)sc2c1CCCCCC2,6%
Ic1ccc(N=Nc2nc(-c3ccccc3)c(-c3ccccc3)[nH]2)cc1,2%
CC(C)c1ccc(NC(=O)/C(=C/c2ccco2)c2ccccc2)cc1,35%
O=C(CN1C(=O)/C(=C\c2ccccc2F)SC1=S)Nc1cccc(C(=O)O)c1,11%
COc1ccc(OCCNC(=O)c2ccc(I)cc2)cc1,15%
COc1ccc(/C=N\NC(=O)c2ccc(Br)cc2)cc1Cl,14%
O=C(Cc1ccc(Cl)cc1)Nc1ccc2oc(-c3ccc(F)cc3)nc2c1,54%*
O=S(=O)(Nc1ccc(Br)cc1)c1ccc(Oc2ccc(S(=O)(=O)Nc3ccc(Br)cc3)cc2)cc1,16%
CC(C)N=C1NS(=O)(=O)c2cc([N+](=O)[O-])ccc21,8%
CCOc1cc(/C=C2\C(=O)NC(=S)N(c3ccc(Cl)cc3)C2=O)cc(Br)c1OC,0%
CN=C(Nc1ccccc1)SC1CC(=O)N(c2cccc(OC)c2)C1=O (stereo not drawn),17%
COc1ccc(C=Nc2cccc(Cl)c2C)c2ccccc12,38%
CCSCCOC(=O)C1=C(C)NC2=C(C(=O)CC(c3ccc(OC)cc3)C2)C1c1cc2c(cc1[N+](=O)[O-])OCO2 (stereo not drawn),16%
COc1ccccc1N1C(=O)NC(=O)/C(=C/c2cccn2C)C1=O,9%
O=C1C(=Cc2ccc(O)c(Cl)c2)C(=O)N(c2ccccc2)C(=O)N1c1ccccc1,15%
COc1ccc(-c2n[nH]c(=S)n2N=Cc2ccc(C(F)(F)F)cc2)cc1,25%
COc1ccccc1Nc1nc(-c2cccc(N3C(=O)c4ccccc4C3=O)c2)cs1,5%
COc1cc(C=C2C(=O)N(C)C(=O)N(C)C2=O)ccc1OCCOc1cc(C)ccc1C,10%

(more compounds)
compound,RNase H inhibition
CC(=O)C(Cc1ccccc1)S(=O)(=O)c1ccc([N+](=O)[O-])cc1 (stereo not drawn),3%
COCCN1C(=O)C(=O)/C(=C(/O)c2ccccc2)C1c1ccc(OC)cc1OC (stereo not drawn),18%
O=C1CS/C(=N\N=C\c2cc(I)cc(I)c2OCc2ccccc2)N1,14%
CC(C)c1ccc(N2C(=O)NC(=O)/C(=C/c3cc(Cl)ccc3O)C2=O)cc1,20%
CC(C)CC(=O)NC(NC(=S)Nc1ccccc1Br)C(Cl)(Cl)Cl (stereo not drawn),8%
COc1ccc(C=Nc2ccc(Cc3ccc(N=Cc4ccc(OC)c5ccccc45)cc3)cc2)c2ccccc12,45%
O=C(Nc1cccnc1)c1cccc(S(=O)(=O)N2CCCCC2)c1,10%
Cc1cc(I)ccc1NC(=O)c1ccc(C(=O)Nc2ccc(I)cc2C)cc1,4%
CN(C)/C=C1\C(=O)N/C(=C/c2ccc(Br)cc2)C1=O,6%
Cc1nc2ccc(C(=O)O)cc2c2c1CC(C)O2 (stereo not drawn),0%
O=[N+]([O-])c1ccccc1NCCNS(=O)(=O)c1ccc(Cl)cc1,10%
COc1ccc(Cl)cc1C(=O)Nc1cc(C)on1,11%
COc1ccc(CCN2C(=O)CSC2c2ccc(OC)c(OC)c2)cc1OC (stereo not drawn),11%
Cc1ccc(C)c(NC(=O)c2cccc(Cl)c2)c1,0%
CCOc1ccc(CC2SC(=Nc3ccc(Cl)cc3)NC2=O)cc1 (stereo not drawn),0%
COc1ccc(CCNS(=O)(=O)c2ccc(C)c([N+](=O)[O-])c2)cc1,12%
COC(=O)c1c(NC(=O)c2ccc(C)cc2)sc2c1CCCCC2,5%
Cc1cc(Cl)cc(Cl)c1OCC(=O)Nc1cccc(NC(=O)c2ccccc2Cl)c1,39%
CC(O)Cn1c2ccc(Cl)cc2c2cc(Cl)ccc21 (stereo not drawn),10%
Cc1cc(Br)ccc1NC(=O)Cn1cnc2c1c(=O)n(C)c(=O)n2C,5%

7 records drawn at random from the list so far:
compound,RNase H inhibition
COCCN1C(=O)C(=O)/C(=C(/O)c2ccccc2)C1c1ccc(OC)cc1OC (stereo not drawn),18%
CCOc1ccc(CC2SC(=Nc3ccc(Cl)cc3)NC2=O)cc1 (stereo not drawn),0%
O=[N+]([O-])c1ccccc1NCCNS(=O)(=O)c1ccc(Cl)cc1,10%
CC(=O)C(Cc1ccccc1)S(=O)(=O)c1ccc([N+](=O)[O-])cc1 (stereo not drawn),3%
CN(C)/C=C1\C(=O)N/C(=C/c2ccc(Br)cc2)C1=O,6%
COc1ccc(C=Nc2ccc(Cc3ccc(N=Cc4ccc(OC)c5ccccc45)cc3)cc2)c2ccccc12,45%
CC(C)CC(=O)NC(NC(=S)Nc1ccccc1Br)C(Cl)(Cl)Cl (stereo not drawn),8%

Next part
compound,RNase H inhibition
Cc1ccc(N(CC(=O)Nc2cccc(C(F)(F)F)c2)S(=O)(=O)c2ccc(F)cc2)cc1,22%
CCCCN1C(=O)/C(=C\c2ccc(OC)cc2)SC1=S,14%
O=C(CN1CCSCC1)N/N=C/c1ccco1,0%
C#Cc1cccc(NC(=O)c2ccc(-c3ccccc3)cc2)c1,20%
COc1ccc(OC)c(NC(=O)CSc2nc3ccccc3o2)c1,21%
N#C/C(=C\c1cccs1)c1nc(-c2ccc(F)cc2)cs1,0%
Cc1cccc(OCC(=O)Nc2ccc(Br)cc2)c1C,16%
Cc1ccc(C(=O)NC(=S)Nc2cc(-c3nc4ccccc4s3)ccc2Cl)cc1C,7%
COC(=O)/C(=C/c1ccco1)NC(=O)c1ccccc1,15%
O=C1CN(C(=O)c2cc([N+](=O)[O-])c(N3CCCCC3)c([N+](=O)[O-])c2N2CCCCC2)c2ccccc2N1,22%
O=C(/C=C/c1ccccc1)NCC1COc2ccccc2O1 (stereo not drawn),16%
O=C(COc1ccc(Cl)cc1)N1CCN(C(=O)c2ccncc2)CC1,0%
COc1ccc(/C=C2/C(=O)NC(=O)N(c3c(C)cc(C)cc3C)C2=O)c(OC)c1,10%
COC(=O)Cn1cc(/C=C2\C(=O)NC(=S)N(c3cccc(Cl)c3)C2=O)c2ccccc21,4%
Cc1ccc(S(=O)(=O)c2nc(-c3ccccc3)oc2SCc2ccccc2F)cc1,10%
COc1ccc(Br)cc1S(=O)(=O)Oc1ccc(C(C)C)c(C)c1,45%
O=C(NCCCNC(=O)Nc1ccccc1)Nc1ccccc1,12%
Cc1cc(Br)cc2c1NC(=O)C21OCCO1,14%
CN(C)c1ccc(CC2(CC(=O)c3ccccc3)C(=O)c3ccccc3C2=O)cc1,11%
COc1ccccc1N1CCN(C(=O)c2ccc(OC)c([N+](=O)[O-])c2)CC1,13%

Gathered by group, the compounds so far containing a COOH group.
compound,RNase H inhibition
O=C(O)c1ccc(N2CCCCC2)c(N2C(=O)C3C4C=CC(C4)C3C2=O)c1 (stereo not drawn),5%
O=C(O)c1ccc(-c2ccc([N+](=O)[O-])cc2Cl)o1,15%
O=C(CN1C(=O)/C(=C\c2ccccc2F)SC1=S)Nc1cccc(C(=O)O)c1,11%
Cc1nc2ccc(C(=O)O)cc2c2c1CC(C)O2 (stereo not drawn),0%

New compounds follow.
compound,RNase H inhibition
C=COCCNC(=O)C(=O)NCc1ccco1,13%
Cc1ccc(C)c(NC(=O)Cc2ccc(Br)cc2)c1,0%
COc1ccccc1/C=C/C=N/NC(=O)c1cc(C)[nH]n1,6%
CC(=O)c1cccc(Nc2nc(-c3cccs3)cs2)c1,4%
Cc1ccc(C(=O)NC(NC(=S)Nc2ccccc2Br)C(Cl)(Cl)Cl)cc1 (stereo not drawn),13%
CCC(CO)Nc1cc(N2CCOCC2)ccc1[N+](=O)[O-] (stereo not drawn),0%

Screening data from PubChem BioAssay.
